# MEX-5 binding: C. elegans MEX-5 TCR-2 RNA binding activity | MEX-5/FITC-TCR2 RNA binding, fluorescence polarization; stronger effect = lower value | activity score (negative = inhibition of binding), % at 10 µM | Q9XUB2 | actives 0.38% (n = 300,000);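 active means inhibition past about -25% in most replicates, and total fluorescence under double the plate's negative control median, limit read from the data; inconclusive means replicates evenly split on the limit, or fluorescence at least double controls; inactive means too little inhibition in most replicates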;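 further: 0% = DMSO and -100% = 5 µM competing unlabeled TCR2 RNA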
# GLD-1 TGE inh: GLD-1-TGE RNA interaction inhibition (C. elegans) | Q17339 | purified GLD-1 + fluorescein TGE RNA, fluorescence polarization | inhibition, % at 5.96 µM | actives 0.44% (n = 320,000);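 active means percent inhibition above a per-plate cutoff, the plate mean of test compounds plus 3 SD, cut at about 30% in these data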;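 further: 0% = DMSO wells with GLD-1 and probe and 100% = wells lacking GLD-1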
# Efflux pump inh: inhibitors of Candida antifungal efflux pumps expressed in yeast. S. cerevisiae Candida pump triplex, Nile Red efflux. inhibition, % at 10 µM. actives 0.44% (n = 330,000). AID 485275;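 active means plate passing quality check with inhibition over a set limit, or well fluorescence over plate mean plus 4 SD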;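 further: Nile Red retained in pooled yeast measured as flow cytometry median fluorescence; 0% = buffer negative control and 100% = Enniatin B positive control; higher means more Nile Red kept so more efflux inhibition; some compounds called inactive have numbers as strong as hits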
# BCLXL inh: Bcl-xL (human) inhibition; actives 0.7% (n = 320,000); GST-Bcl-xL / FITC-Bim BH3 peptide fluorescence polarization; AID 2129; Q07817; inhibition, % at 10.9 µM;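 active means inhibition above the mean of all tested compounds plus 3 SD, cutoff set per campaign, cut at about 30% in these data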;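 further: 0% = DMSO wells and 100% = unlabeled Bim-BH3 peptide competitor; inhibitors lower millipolarization by displacing the labeled peptide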
# Target sequence (Q07817 whole entry, looked up): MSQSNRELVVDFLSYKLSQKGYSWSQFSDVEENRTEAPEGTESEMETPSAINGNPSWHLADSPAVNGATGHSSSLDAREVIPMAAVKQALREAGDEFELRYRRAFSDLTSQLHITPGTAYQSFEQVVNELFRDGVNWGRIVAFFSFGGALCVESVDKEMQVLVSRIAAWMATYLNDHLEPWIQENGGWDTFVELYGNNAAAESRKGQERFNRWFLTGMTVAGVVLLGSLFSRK
# VLA-4 inh: inhibition in a human VLA-4 binding assay; actives 0.2% (n = 330,000); AID 2557; P13612; inhibition, % (about 7 µM as worked out from the volumes in the protocol); VLA-4 expressing cells, ligand binding flow cytometry; in the data active means inhibition above about 50%
# PME-1 primary: PME-1 (human) inhibition | recombinant PME-1, FP-Rh probe fluorescence polarization | inhibition, % at 5.9 µM | actives 0.53% (n = 320,000) | AID 2130;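 active means inhibition above the campaign mean of all compounds plus 3 SD, cut at about 26% in these data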;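 further: competitive labeling of PME-1 active site by serine hydrolase directed probe; 0% = PME-1 with DMSO and 100% = wells lacking PME-1 enzyme; inhibitors block probe labeling so polarization falls and inhibition rises; many of its hits are not listed in these tables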
# Target sequence (Q9Y570 whole entry, looked up): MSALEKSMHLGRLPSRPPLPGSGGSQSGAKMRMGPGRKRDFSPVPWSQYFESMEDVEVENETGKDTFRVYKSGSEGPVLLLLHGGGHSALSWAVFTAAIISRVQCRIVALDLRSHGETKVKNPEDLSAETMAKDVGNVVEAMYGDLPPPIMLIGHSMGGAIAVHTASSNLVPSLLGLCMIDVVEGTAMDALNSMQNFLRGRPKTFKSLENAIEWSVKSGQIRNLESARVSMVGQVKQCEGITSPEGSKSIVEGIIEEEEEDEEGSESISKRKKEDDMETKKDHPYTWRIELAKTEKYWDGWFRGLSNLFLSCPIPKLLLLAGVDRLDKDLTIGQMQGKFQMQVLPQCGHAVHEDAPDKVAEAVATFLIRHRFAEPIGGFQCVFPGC
# MCL1 BIM primary: inhibitors of human MCL1 binding to BIM-BH3 peptide | Q07820 | GST-MCL1 / FITC-Bim-BH3 fluorescence polarization | inhibition, % at 10.9 µM | actives 0.68% (n = 320,000) | AID 2057;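 active means inhibition above the mean inhibition of all tested compounds plus 3 SD, set per campaign, cut at about 40% in these data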;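 further: 0% = DMSO wells and 100% = unlabeled Bim-BH3 peptide control; higher means more loss of mP so more displacement of Bim peptide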
# Target sequence (Q07820 whole entry, looked up): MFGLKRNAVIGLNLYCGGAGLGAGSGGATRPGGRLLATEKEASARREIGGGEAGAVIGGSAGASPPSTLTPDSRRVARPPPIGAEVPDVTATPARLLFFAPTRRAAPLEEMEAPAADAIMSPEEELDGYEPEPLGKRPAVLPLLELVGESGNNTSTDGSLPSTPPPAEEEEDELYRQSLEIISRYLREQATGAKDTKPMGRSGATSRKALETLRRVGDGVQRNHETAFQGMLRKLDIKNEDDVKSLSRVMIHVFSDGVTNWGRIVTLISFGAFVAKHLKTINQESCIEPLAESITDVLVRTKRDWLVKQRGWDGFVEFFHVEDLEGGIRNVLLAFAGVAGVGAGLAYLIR
# Fam108B counter: counter-screen for RBBP9 inhibitors: inhibitors of mouse Fam108B | actives 0.33% (n = 300,000) | recombinant Fam108B, FP-Rh probe fluorescence polarization | AID 1947 | inhibition, % at 9.51 µM;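 active means inhibition above the screen mean inhibition plus 3 SD, computed separately per campaign, cut at about 18% in these data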;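 further: inhibitors lower polarization as less probe binds the enzyme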
# GRK2 aptamer HTS: blocks RNA aptamer binding to human GRK2; bead flow cytometry, FAM-aptamer displacement from GRK2; inhibition of aptamer binding, % at 10 µM; actives 0.59% (n = 330,000); AID 488847;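 active means inhibition of aptamer binding above 40%, roughly 3 SD of noise, on plates passing a quality check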;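 further: median bead fluorescence of bound FAM aptamer so fluorescent compounds give negative values; no value below 0 was filed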
# An asterisk follows results filed as active; ? = inconclusive; / = no result given. The list is partial; the hit share may differ from the screen's.
SMILES,MEX-5 binding,GLD-1 TGE inh,Efflux pump inh,BCLXL inh,VLA-4 inh,PME-1 primary,MCL1 BIM primary,Fam108B counter,GRK2 aptamer HTS
O=C(COC(=O)COc1ccc(Cl)cc1)NC1CCCC1,/,1,-0.1,4,4,0,2,/,0
O=C(N/N=C/c1ccncc1)c1ccccc1[N+](=O)[O-],-1.6,1,0.0,2,4,3,4,2,1
CCC(c1nnnn1Cc1ccco1)N(CCc1ccccc1)Cc1cc2cc(C)ccc2[nH]c1=O (stereo not given),-0.6,-1,0.4,3,-10,-1,2,-5,2
CC(C)(C)c1ccccc1NC(=O)c1cccnc1,0.7,10,0.1,2,0,-1,3,0,2
C=CCn1c(SC(C)C(N)=O)nc2sc(CC)cc2c1=O (stereo not given),2.1,-7,0.3,2,-6,7,-5,0,4
Cc1csc(SCC(=O)Nc2ccccc2C)n1,/,1,0.0,-3,15,-8,7,/,0
Oc1cccc(/C=N/Nc2ccc(Cl)nn2)c1O,-1.8,-5,0.3,6,2,4,9,-2,4
C=CCc1ccccc1OCC(O)CNC(C)C (stereo not given),-1.9,1,0.2,6,1,-1,-1,-1,0
COc1ccccc1NC(=O)c1cc(C(=O)Nc2ccccc2OC)cc([N+](=O)[O-])c1,0.5,6,0.1,-3,9,-3,-1,2,0
CC1(NC(=O)Cc2csc(-c3cccc(Cl)c3)n2)CCS(=O)(=O)C1 (stereo not given),/,2,0.1,4,-4,12,8,/,2
Cc1cc(S(=O)(=O)N2CCN=C2c2ccccc2)c(Cl)cc1Cl,0.4,5,0.1,4,5,1,0,-2,0
Cc1ccccc1OCCSc1nnc(-c2ccncc2)n1C,0.7,-2,0.6,-1,4,-1,8,-1,0
O=C(COc1ccc([N+](=O)[O-])cc1Cl)Nc1ccc2[nH]c(=O)[nH]c2c1,/,-6,0.1,/,4,/,/,/,0
S=C(NCCN1CCOCC1)N/N=C/c1ccccc1,-1.5,4,0.0,6,4,-2,9,0,2
O=C(COc1ncnc2ccccc12)Nc1ccc(Cl)c([N+](=O)[O-])c1,1.5,-1,0.0,3,3,0,4,1,3
Cc1cc(NC(=O)Nc2cc(C)nn2-c2ccccc2)n(-c2ccccc2)n1,-0.7,9,0.0,9,-8,-2,0,-4,2
CCOC(=O)C1(CCOc2ccccc2)CCN(Cc2ccc(OC)c(COC)c2)CC1,-1.6,-2,0.3,1,11,0,3,5,0
COc1ccc(C(=O)NCc2nnc(SCC(=O)c3ccccc3)n2C)cc1OC,-1.7,0,0.0,-12,15,-2,-6,0,0
O=C(COC(=O)c1ccc(O)cc1O)Nc1cccc2ccccc12,/,12,-0.3,4,-5,-8,7,/,1
CCc1ccccc1NC(=O)COc1ccc2oc(-c3ccc(OC)cc3)cc(=O)c2c1,-4.6,6,-0.2,7,8,4,6,-10,1
CC(C)c1ccc(C(CC(=O)O)NC(=O)c2cccs2)cc1 (stereo not given),-1.4,3,0.0,2,-2,6,11,2,0
O=C(CN1CCCCCC1)Nc1ccccc1Oc1ccccc1,-1.6,-8,0.1,8,8,-11,7,7,0
COc1ccc(S(=O)(=O)N2CCCOC2CNC(=O)C(=O)NCCCn2ccnc2)cc1OC (stereo not given),-0.1,-1,-0.1,0,40,3,1,3,5
CCOCCCNC(=O)C(c1ccccc1)N(Cc1cccs1)C(=O)CNC(C)=O (stereo not given),-0.6,3,0.0,6,-13,-4,2,8,2
O=C(CC1CCS(=O)(=O)C1)Nc1ccc[nH]c1=O (stereo not given),-5.4,4,0.0,8,0,3,14,2,1
O=C(Nc1cccc(C2OCCCO2)c1)c1cccs1,1.6,-1,-0.3,6,1,1,12,-1,0
CN1c2ccsc2/C(=N/Nc2ccccc2)CS1(=O)=O,-3.1,0,-0.2,6,20,10,6,0,0
CC(=O)Oc1ccc(N2C(=O)c3cccc4c([N+](=O)[O-])ccc(c34)C2=O)cc1,0.1,20,0.7,17,13,11,15,2,0
CCn1c(SCC(=O)N(C)C)nc2cc(S(=O)(=O)N3CCOCC3)ccc21,0.9,1,0.0,-1,28,0,-1,0,0
Cc1ccc2c(c1)C(c1ccccc1)N(C(=O)c1ccc3c(c1)OCO3)CC(=O)N2 (stereo not given),-0.6,3,0.0,6,1,3,1,0,1
O=C(c1noc2c1CCCC2)N1CCOCC1,-1.1,7,0.2,2,4,0,12,2,0
COc1cc2c(cc1OC)C(c1ccc(C(F)(F)F)cc1)CC(=O)N2 (stereo not given),0.1,6,-0.2,2,25,4,3,0,5
CCC(SC1=N/C(=C/c2ccccc2)C(=O)N1c1ccccc1)C(=O)Nc1cc(C)on1 (stereo not given),/,2,-0.5,-3,11,-9,4,-10,0
OC1(C2(O)CC(c3ccccc3)ON2)CCCCC1 (stereo not given),1.2,-2,0.0,6,1,2,5,2,2
Cc1ccc(-c2n[nH]c(=O)c3ccccc23)cc1S(=O)(=O)NCC1CCCO1 (stereo not given),0.8,-14,0.3,0,3,2,-3,4,0
Cc1noc(C)c1S(=O)(=O)N1CCC(C(=O)O)CC1,/,9,0.0,5,15,8,13,/,0

# Quoted at random: two compounds from above.
SMILES,MEX-5 binding,GLD-1 TGE inh,Efflux pump inh,BCLXL inh,VLA-4 inh,PME-1 primary,MCL1 BIM primary,Fam108B counter,GRK2 aptamer HTS
Cc1ccc(-c2n[nH]c(=O)c3ccccc23)cc1S(=O)(=O)NCC1CCCO1 (stereo not given),0.8,-14,0.3,0,3,2,-3,4,0
CCn1c(SCC(=O)N(C)C)nc2cc(S(=O)(=O)N3CCOCC3)ccc21,0.9,1,0.0,-1,28,0,-1,0,0

# (more compounds)
SMILES,MEX-5 binding,GLD-1 TGE inh,Efflux pump inh,BCLXL inh,VLA-4 inh,PME-1 primary,MCL1 BIM primary,Fam108B counter,GRK2 aptamer HTS
COC(=O)c1ccccc1-c1ccc(/C=C2\C(=O)N(c3ccccc3)N=C2c2ccccc2)o1,-1.6,-2,-0.1,4,-5,-1,3,-1,1
COc1ccc(C)cc1NC(=O)COC(=O)c1c(C)nn(-c2ccccc2)c1C,/,-1,0.1,1,-13,-31,-3,/,0
O=C1C=C(c2ccc(Cl)nc2)C[C@@H](c2ccc3c(c2)OCO3)C1,/,1,-0.3,-1,-6,2,-3,/,2
CCOC(=O)CN1C(=O)N[C@H](c2ccc(Br)cc2)C(C(C)=O)=C1C,0.3,1,-0.1,2,-27,-6,1,0,1
CCOC(=O)N1CCN(C(=O)C2CCC(=O)N(CCCc3ccccc3)C2)CC1 (stereo not given),0.8,/,0.0,/,-5,/,/,/,3
CC(=O)C(C)Oc1cc(C)cc2oc(=O)c(C)c(C)c12 (stereo not given),1.1,2,0.1,-1,0,3,-1,2,0
O=C(Nc1cccc(S(=O)(=O)N2CCCCC2)c1)c1ccccc1NS(=O)(=O)c1ccc(F)cc1,-0.2,-4,0.1,0,4,-1,-7,2,1
COc1ccccc1CCNC(=O)Cc1cccs1,1.7,-1,-0.1,3,-21,7,2,0,2
COCCNC(=S)N1CCN(c2cccc(C(F)(F)F)c2)CC1,1.5,2,0.1,4,17,-1,12,3,1
CCn1cc(CN2CCCC(CNC(=O)COc3ccccc3OC)C2)c(C)n1 (stereo not given),1.3,-2,0.0,2,-8,4,-6,-2,0
COc1cccc(CNC(=O)CCc2ccc(OC)c(OC)c2)c1,-1.7,-1,0.1,-8,18,6,-15,3,6
Cc1noc(C)c1C(=O)N(CC(=O)NC1CCCC1)Cc1ccccc1F,-1.1,0,0.1,-2,-4,3,2,4,0
COc1c(F)c(F)c(C(=O)Nc2ccc(N3CCN(Cc4ccccc4)CC3)cc2)c(F)c1F,-2.2,5,0.4,2,3,-2,10,-1,0
N#Cc1ccsc1NC(=O)CSc1ncn[nH]1,-0.6,-4,0.0,4,1,-12,4,-2,1
C/C(=N\NC(=S)NCCc1ccccc1)c1ccc(Cl)cc1,-0.6,-3,0.4,4,29,-4,9,-13,1
CCOc1ccc(NC2OCC(O)C(O)C2O)c([N+](=O)[O-])c1 (stereo not given),0.8,0,-0.1,5,1,9,5,4,0
COc1ccc(NC(=O)CCNS(=O)(=O)c2cccc3nsnc23)cc1OC,1.2,-5,0.8,3,-1,-4,2,-3,3
CC(NC(=O)c1ccccc1)C(=O)N/N=C/c1ccccc1 (stereo not given),-0.7,-4,0.0,2,8,3,2,-2,0
Clc1cccc(-c2ccc3ncnc(NCc4cccs4)c3c2)c1,/,7,0.0,/,3,/,/,/,0
COc1ccccc1N1CCN(C(=O)C(F)F)CC1,0.7,1,-0.1,7,-2,-4,2,-1,0
COc1ccc(C)cc1NC(=O)C1CCCN(S(=O)(=O)c2cccc3cccnc23)C1 (stereo not given),-0.8,0,0.1,-2,-4,7,-6,1,0
CCCC(=O)NC(=S)Nc1ccc(S(=O)(=O)Nc2ccc(OCC)cc2)cc1,1.9,0,0.2,-2,15,18,-8,-6,0
O=c1cc(O)c2sc(Nc3ccc(Cl)c(F)c3)nc2[nH]1,0.7,-15,-0.1,-29,0,-1,-40,11,3
Cc1cc(OCc2cc(C(=O)N(C)Cc3nonc3C)no2)cc(C)c1Cl,1.0,4,0.0,9,2,4,3,-3,2
CCCCOc1ccc(/C=C2/Sc3ccccc3C2=O)cc1,?,0,-0.2,-1,-57,-2,5,-5,0
CN(Cc1ccccc1)C(=O)c1[nH]cnc1C(=O)Nc1ccccc1,/,-5,-0.2,1,-12,2,6,/,0
CN1/C(=C\C(=O)CSc2nncn2C)C(C)(C)c2ccccc21,-2.0,-6,0.2,-8,30,-4,-10,-2,4
O=C(C1CC1)N1CCN(Cc2ccccc2)CC1,-1.6,-2,0.1,3,0,3,8,4,2
Cc1ccc(-n2nc3c(=O)n(CCCC(=O)NCc4ccccc4C)nc(C)c3c2C)cc1,1.5,5,0.0,3,10,5,6,1,4
Cc1ccc(-c2ccc(CO)o2)cc1N,-0.1,5,-0.1,6,-1,-7,7,3,0
O=C1CN(C(=S)Nc2ccccc2Cl)CCN1,-0.9,5,0.1,6,18,-1,13,-4,0
COc1cc2c(C(=O)O)c(C)n(-c3ccccc3)c2c2ccccc12,2.7,7,-0.2,3,-4,-1,11,4,1
CC1CCN(C(=O)C2CCCN(S(=O)(=O)c3cccc4nsnc34)C2)CC1 (stereo not given),-2.1,0,0.0,0,4,4,-4,-1,6
CSc1ccc(/C=C/C(=O)Nc2ccccc2)cc1,/,11,0.0,-3,-6,-16,-1,-19,0
COc1cc(NC(=O)CCc2c(C)[nH]c(=O)c(C#N)c2C)cc(OC)c1,-0.9,0,0.0,-1,8,4,-11,-4,4
O=C(C1CCCN1S(=O)(=O)c1cccc2nsnc12)N1CCCCC1 (stereo not given),1.2,-7,0.0,3,4,0,9,1,1
COc1cccc(CN2CC(C(=O)N(C)CCCC3CCCC3)CCC2=O)c1 (stereo not given),1.2,1,0.0,6,4,9,-4,6,1
CCCCNc1nc(Nc2ccc(C)c(Cl)c2)c2cnn(C)c2n1,-1.1,6,0.1,-5,22,6,-8,3,0
Cc1cc(C)cc(OC(C)c2ccnc3nc(/N=C/N(C)C)nn23)c1 (stereo not given),0.4,-4,0.0,-1,1,0,0,0,8

# Screening results deposited in PubChem by several laboratories.
